Assay outcomes as filed in PubChem BioAssay.
TROY NFkB inh: blocks TROY-dependent signaling in reporter cells. Q293 LMP1-TROYcd NF-kB luciferase reporter, 4 h. inhibition, % at 10 µM. 360,000 compounds, 0.98% hits. AID 1347056;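 active means compounds whose plate-normalised and pattern-corrected inhibition of the luciferase reporter signal at the single screening dose is 50% or more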
KKLEB cytotox: CF airway cell cytotoxicity counter-screen | KKLEB CF airway cells viability, ATPlite luminescence, overnight; active compounds read low; cells stimulated with P. aeruginosa culture filtrate | activity change (cytotoxicity), % at 5 µM | 360,000 compounds, 0.36% hits | AID 602141;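 active means corrected activity change at or below -50% at 5 µM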
TRAIL sens C8: sensitizes caspase-8 expressing cells to TRAIL | NB7+C8 cells + TRAIL, ATPlite viability luminescence | inhibition (viability loss, TRAIL sensitization), % at 10 µM | 360,000 compounds, 1% hits;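 active means compounds causing at least 50% loss of cell viability in the single-dose screen, relative to plate controls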
NR5A2 inv ag: inverse agonists of human LRH-1 (NR5A2); O00482; HEK293T StAR-luciferase reporter, LRH-1 transfected, 24 h; inhibition, % at 3.6 µM; 360,000 compounds, 0.13% hits;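 active means inhibition above the mean inhibition of all tested compounds plus 3 SD, cut at about 73% in these data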;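 further: 0% = DMSO wells and 100% = reporter-only cells lacking LRH-1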
SRC1 inh: inhibitors of human steroid receptor coactivator 1 (SRC1); HEK293 GAL4-SRC1 luciferase reporter, luminescence; 360,000 compounds, 0.12% hits; inhibition, % at 3.6 µM; AID 588354; Q15788;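 active means inhibition above the campaign mean plus 3 SD, with each screening campaign given its own cutoff, cut at about 60% in these data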;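 further: 0% = DMSO treated cells and 100% = gossypol at 36 µM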
LMP1 NFkB inh: inhibitors of Epstein-Barr LMP1-induced NF-kappaB reporter; 350,000 compounds, 0.69% hits; inhibition, % at 12.5 µM; LMP1-induced NF-kappaB luciferase reporter cells, luminescence; AID 504558; in the data active means inhibition above about 41%;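 further: 0% = neutral control wells and 100% = reference inhibitor control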
CF NFkB block: blocks PAF-induced NF-kB reporter in cystic fibrosis cells | KKLEB NF-kB-GFP reporter, GFP fluorescence overnight | inhibition, % at 5 µM | 360,000 compounds, 0.86% hits | AID 588850;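 active means at least 50% inhibition at 5 µM, scaled per plate between neutral and stimulator controls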;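 further: PAF is a Pseudomonas aeruginosa culture filtrate used as stimulus; plate controls were PAF-stimulated DMSO wells for no effect and unstimulated DMSO wells for full effect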
NR2F2 inh: inhibitors of human COUP-TFII (NR2F2). P24468. HEK293T NGFI-A luciferase reporter, luminescence. inhibition, % at 8.6 µM. 370,000 compounds, 0.7% hits. AID 686940;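 active means inhibition above a per-plate cutoff, mean inhibition of test wells between control levels plus 3 SD, cut at about 38% in these data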;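 further: cells cotransfected with COUP-TFII expression vector driving the NGFI-A reporter; 0% = median of COUP-TF2 test wells and 100% = reporter-only cells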
NCOA3 inh: human NCOA3 inhibition. Q9Y6Q9. HEK293 GAL4-SRC3 luciferase reporter, luminescence. inhibition, % at 3.6 µM. 360,000 compounds, 0.17% hits;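 active means inhibition above a per-campaign cutoff, the mean of all compounds plus 3 SD, cut at about 60% in these data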;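 further: 0% = DMSO-treated cells and 100% = gossypol-treated cells at 36 µM; higher means less SRC3-driven luciferase light from the GAL4 reporter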
TWEAK Fn14 block: inhibitors of TWEAK-Fn14 interaction signaling; TWEAK-stimulated Fn14 reporter cells, luciferase luminescence, 8 h; inhibition, % at 10 µM; 360,000 compounds, 2% hits; AID 1159606; in the data active means inhibition above about 50%
SRC2 inh: inhibits human steroid receptor coactivator 2 | HEK293 GAL4-SRC2 luciferase reporter, luminescence | Q15596 | inhibition, % at 9 µM | 370,000 compounds, 0.17% hits;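 active means inhibition above the mean inhibition of all tested compounds plus 3 SD, set per campaign, cut at about 52% in these data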;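 further: 0% = DMSO treated cells and 100% = cells given Gossypol at 36 µM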
Target sequence (Q15596 whole entry, looked up, the tested form may be a part): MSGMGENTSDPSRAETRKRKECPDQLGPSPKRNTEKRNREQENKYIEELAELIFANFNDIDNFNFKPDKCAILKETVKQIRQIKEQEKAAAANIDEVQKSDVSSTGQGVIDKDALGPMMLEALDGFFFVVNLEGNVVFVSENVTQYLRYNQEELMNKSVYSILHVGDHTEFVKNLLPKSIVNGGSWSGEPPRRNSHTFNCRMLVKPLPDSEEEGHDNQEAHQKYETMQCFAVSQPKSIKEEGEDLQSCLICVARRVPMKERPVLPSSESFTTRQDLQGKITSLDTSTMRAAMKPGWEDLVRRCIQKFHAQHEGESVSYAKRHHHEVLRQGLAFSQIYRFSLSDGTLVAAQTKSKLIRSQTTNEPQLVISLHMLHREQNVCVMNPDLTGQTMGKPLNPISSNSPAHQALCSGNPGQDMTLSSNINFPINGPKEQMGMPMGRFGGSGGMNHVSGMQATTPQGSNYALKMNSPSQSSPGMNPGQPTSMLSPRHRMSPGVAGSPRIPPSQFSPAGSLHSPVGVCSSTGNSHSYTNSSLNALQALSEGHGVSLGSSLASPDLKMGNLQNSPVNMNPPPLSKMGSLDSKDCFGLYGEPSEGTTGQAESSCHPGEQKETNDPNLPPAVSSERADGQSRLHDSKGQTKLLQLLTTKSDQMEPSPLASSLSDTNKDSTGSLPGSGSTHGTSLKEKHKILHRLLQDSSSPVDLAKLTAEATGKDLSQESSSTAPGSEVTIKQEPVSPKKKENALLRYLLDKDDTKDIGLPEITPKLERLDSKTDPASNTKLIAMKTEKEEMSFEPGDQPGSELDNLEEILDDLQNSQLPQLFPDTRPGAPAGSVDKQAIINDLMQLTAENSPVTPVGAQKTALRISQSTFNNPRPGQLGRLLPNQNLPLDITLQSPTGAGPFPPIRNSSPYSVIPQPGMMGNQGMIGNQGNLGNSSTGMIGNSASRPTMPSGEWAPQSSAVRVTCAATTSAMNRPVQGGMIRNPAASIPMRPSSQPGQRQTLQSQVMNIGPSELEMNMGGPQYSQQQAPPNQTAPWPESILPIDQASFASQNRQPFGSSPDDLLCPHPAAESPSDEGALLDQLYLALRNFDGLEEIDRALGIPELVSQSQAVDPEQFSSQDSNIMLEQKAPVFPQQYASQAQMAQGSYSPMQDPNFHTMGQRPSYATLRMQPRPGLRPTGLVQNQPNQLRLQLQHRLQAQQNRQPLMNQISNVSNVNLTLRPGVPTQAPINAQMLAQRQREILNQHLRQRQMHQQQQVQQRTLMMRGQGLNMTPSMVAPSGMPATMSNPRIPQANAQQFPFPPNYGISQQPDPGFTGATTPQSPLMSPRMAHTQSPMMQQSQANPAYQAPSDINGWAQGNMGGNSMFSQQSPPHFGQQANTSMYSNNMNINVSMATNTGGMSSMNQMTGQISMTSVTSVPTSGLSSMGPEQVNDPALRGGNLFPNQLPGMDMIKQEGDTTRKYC
Starred values were filed as active, the others as inactive; · = not tested or not shown.

Screens in order: TRAIL sens C8, TROY NFkB inh, SRC2 inh, NR5A2 inv ag, KKLEB cytotox, TWEAK Fn14 block, NCOA3 inh, CF NFkB block, LMP1 NFkB inh, SRC1 inh, NR2F2 inh
1: COc1ccc(NC(=O)COC(=O)C23CC4CC(CC(NC(C)=O)(C4)C2)C3)cc1S(=O)(=O)N1CCOCC1
  -24, 8, -10, 17, 6, 5, -27, 26, -6, -42, 4
2: CC(=O)NC(CC(=O)Nc1nc(-c2ccccc2)c(C(C)=O)s1)c1ccccc1 (stereo not drawn)
  -4, -22, -2, 12, 1, -16, -2, -12, 5, 8, 6
3: CNC(=O)c1ccc(N(Cc2ccccc2)S(C)(=O)=O)cc1
  -3, -14, 0, 17, -3, -18, -4, 3, -3, -2, -9
4: Cc1nnn(-c2nonc2N)c1C(=O)N/N=C/c1ccccc1O
  15, -16, -10, -6, 3, -37, 28, 3, 16, 21, 12
5: Cc1[nH]n(-c2ccccc2)c(=O)c1C(=O)c1cccc(F)c1
  -5, -14, -4, 23, 16, 28, 30, 10, 16, 9, 8
6: COc1ccccc1Oc1c(C)oc2c(CN(C)C)c(O)ccc2c1=O
  -4, -2, 1, -13, 8, 10, -7, -22, -4, 9, -16
7: CSc1ccc(/C=C/C(=O)NC(=O)c2ccccc2O)cc1
  52*, 19, -26, -118, -31, 26, -84, 29, -2, -86, -49
8: Cc1ccc(-n2c(C)cc(/C=N/NC(=O)c3ccc(CN4CCOCC4)cc3)c2C)cc1
  8, 12, 20, -16, -8, -8, 3, 10, 5, 6, 14
9: CCOc1ccc(C(=O)COC(=O)CC)cc1
  10, -33, -10, 2, 0, -12, 6, 3, -8, 1, 6
10: O=C(NC1CCCc2ccccc21)c1cncc(Br)c1 (stereo not drawn)
  15, 10, -1, -10, -6, 0, 11, 26, 2, 8, 23
11: CCN(CC)C(=O)CNC(=O)c1nn(-c2ccc(OC)c(Cl)c2)c(=O)c2ccccc12
  -9, 1, -20, -26, -17, 8, -17, 35, 7, -9, -1
12: Cc1ccc(OCC(=O)NCCO)c(Br)c1
  10, -28, -1, -1, 7, -9, 6, 7, -6, -28, -13
13: O=C(CNS(=O)(=O)c1ccc(F)cc1)N1CCN(c2ccccc2)CC1
  -9, 3, -15, -18, -5, 16, 17, -16, -7, 4, 3
14: COc1ccc(CCNC(=O)c2c(C)nn(CC(C)C)c2Cl)cc1
  2, -18, -19, -5, 6, 5, 1, -3, 2, 2, 6
15: Cc1c(C(=O)Nc2ccc(N3CCOCC3)cc2)cccc1[N+](=O)[O-]
  -10, -11, -2, 6, -1, -8, -19, 0, -9, -3, -3
16: O=C(Nc1ccccn1)Nc1ccccc1[N+](=O)[O-]
  -2, -53, -20, -18, -4, 8, -52, 5, -19, -97, -16
17: C[C@H]1CN(c2ccccc2)C(=O)[C@@H]1CC(=O)Nc1ccc(Br)cc1
  -13, -10, -18, -2, 5, 19, 3, -10, -2, -1, -5
18: CN(C)C(CNC(=O)CCCOc1ccccc1)c1ccco1 (stereo not drawn)
  0, -13, 0, -6, 16, 6, 7, -12, 5, -35, -9
19: Cc1ccc2[nH]c3c(=O)n(CC(=O)NCc4ccco4)ncc3c2c1
  -11, 7, -6, 5, -3, 9, 11, 5, 2, -7, 1
20: COc1ccc(/C=C2\SC(=N)N(c3nccs3)C2=O)cc1OC
  36, 5, -15, -6, -9, -7, -17, 14, 11, -14, -7
21: C/C(=N\NS(C)(=O)=O)c1ccccc1
  -5, 1, 6, 5, -16, -12, -9, -3, -10, -1, 5
22: COCC(=O)N(CCc1ccc(OC)cc1)Cc1nc2ccccc2c(=O)[nH]1
  1, 5, 2, 6, 5, -7, -1, 2, -1, 1, 5
23: CN(Cc1ccccc1)C(=O)COC(=O)CCN1C(=O)C2CC=CCC2C1=O (stereo not drawn)
  -19, -14, -12, -4, 8, 19, 11, -8, -9, -8, 3
24: O=C(CNC(=O)N1CC(=O)Nc2ccccc21)NCc1ccccc1
  -6, -5, 12, -1, -10, -4, 3, 3, -2, 3, -17
25: COc1cc2c(cc1C=O)OC(C)C2 (stereo not drawn)
  -3, -1, -7, 7, 26, 1, 14, -10, -13, 5, 2
26: CC(=O)Cn1c2ccccc2n2nc(CCC(=O)O)c(=O)nc12
  -2, -1, 0, 15, -2, 1, 7, -6, 1, 9, 11
27: CC1CCCCC1NC(=O)COC(=O)c1ccc2ncsc2c1 (stereo not drawn)
  5, -19, -27, 15, -4, 1, 12, 0, 0, -15, 6
28: O=C(CSc1nnc(-c2ccccc2)o1)Nn1cnnc1
  -5, -3, -17, 2, 17, 6, 10, -2, 7, 0, 5
29: CCOC(=O)CCc1c(C)nc2cc(-c3ccc(Cl)cc3)[nH]n2c1=O
  -3, -4, 5, -4, 7, 2, 1, -2, -5, -21, -8
30: CCN1CCN(c2ccc(S(=O)(=O)N3CCOCC3)cc2NC(=O)C(C)Oc2ccc(Cl)cc2)CC1 (stereo not drawn)
  13, 6, -4, 17, 6, -9, 1, 2, -5, 4, -8

An excerpt from above in order of the SRC2 inh value, falling:
| cpd | Compound | SRC2 inh |
| --- | --- | --- |
| 21 | C/C(=N\NS(C)(=O)=O)c1ccccc1 | 6 |
| 18 | CN(C)C(CNC(=O)CCCOc1ccccc1)c1ccco1 (stereo not drawn) | 0 |
| 30 | CCN1CCN(c2ccc(S(=O)(=O)N3CCOCC3)cc2NC(=O)C(C)Oc2ccc(Cl)cc2)CC1 (stereo not drawn) | -4 |
| 23 | CN(Cc1ccccc1)C(=O)COC(=O)CCN1C(=O)C2CC=CCC2C1=O (stereo not drawn) | -12 |
| 28 | O=C(CSc1nnc(-c2ccccc2)o1)Nn1cnnc1 | -17 |

Next section.
Screens in order: TRAIL sens C8, TROY NFkB inh, SRC2 inh, NR5A2 inv ag, KKLEB cytotox, TWEAK Fn14 block, NCOA3 inh, CF NFkB block, LMP1 NFkB inh, SRC1 inh, NR2F2 inh
31: O=S(=O)(c1ccccc1)N1CCN(C/C=C/c2ccccc2)CC1
  -7, -1, 0, -2, -10, -3, -2, 3, -5, 4, 1
32: CC1CCN(c2ccc(NC(=O)Cc3ccccc3)cc2)CC1
  10, -35, -31, -69, 16, -22, -58, -20, -4, -40, -22
33: CCOc1ccc(S(=O)(=O)NCc2ccccc2Cl)cc1C(N)=O
  8, 4, 11, 13, 9, 14, 21, 2, 0, 3, -3
34: Cc1c(C(=O)O)c(=S)sn1CCOc1ccccc1
  -1, -5, 8, 7, -5, 4, 5, 10, -6, -45, -3
35: Cc1cc(C)cc(NC(=S)NCc2cccs2)c1
  -2, -7, -13, 3, 2, 24, 20, -7, -2, 19, 5
36: O=C(Cc1ccc(Cl)cc1)c1ccc(O)cc1
  -12, -53, -75, -55, -22, -29, -33, -4, -21, -114, -26
37: COc1ccc(C(=O)COc2ccc(F)cc2)c(O)c1C
  -9, 4, ·, 18, -1, -13, 12, 12, 1, -13, ·
38: COc1ccc(S(=O)(=O)N2CCOCC2)cc1NC(=O)COC(=O)c1[nH]c(C)c(C(C)=O)c1C
  12, -2, -8, 3, -11, -8, -14, 6, 0, 6, -21
39: O=C(N=C1SC2CS(=O)(=O)CC2N1c1c(Cl)cccc1Cl)C1CC1 (stereo not drawn)
  -6, -27, 6, 8, 3, 3, 10, -32, 7, 0, -4
40: O=C(COc1ccc2ccc(=O)oc2c1)NCCCN1CCCC1=O
  -12, 10, 22, 32, 7, 6, 1, -6, -1, 7, 11
41: O=C(O)CCC(=O)c1cccc2ccccc12
  4, -15, -24, 2, -2, -3, -10, -11, 1, 3, -4
42: CSc1ccc(/C=C(\C(=O)O)c2ccc(S(=O)(=O)N3CCCCC3)s2)cc1
  -2, -4, 0, 12, -28, 15, 15, 23, 3, 6, 18
43: Cc1cc(N)cc(C)c1-c1c(Br)cc(N)cc1Br
  2, 19, -20, -10, -15, 24, -16, 43, -9, 3, -4
44: CN(C)c1ccc(C(=O)OCC(=O)NC2CCCCC2)cc1
  -4, -16, -28, 7, 2, -65, 9, 7, 4, 1, -3
45: O=C(NCCN1C(=O)S/C(=C\c2ccc(Cl)cc2Cl)C1=O)C1=COCCO1
  17, -21, -45, -24, -28, -29, 3, 20, -20, -43, -18
46: O=C(CC(C(=O)O)P(=O)(c1ccccc1)c1ccccc1)c1ccc(Br)cc1 (stereo not drawn)
  -9, -5, 18, 12, 6, -8, 4, -3, -2, 5, -8
47: CC(C)CNC(=O)CSc1nnc(-c2cccc(S(=O)(=O)N3CCCCC3)c2)o1
  11, 13, 9, 3, -5, 3, 19, 12, 2, -19, 12
48: Nn1c(SCC(=O)N2CCCC2)nnc1-c1cccs1
  -12, 6, -36, 6, -2, 12, 8, 0, -2, -4, 2
49: CN(Cc1nc(-c2cnccn2)no1)Cc1n[nH]c2c1CCCCC2
  6, 15, -19, 24, -5, 6, 4, -11, -5, 12, -1
50: CN(C)CCNc1c2c(nc3ccccc13)CCC2
  7, -11, -25, 9, -1, 4, -1, -7, -10, -3, -1
51: Cc1cc(C)n(C(=O)CNC(=O)c2cccs2)n1
  -13, -15, -28, 7, -3, 2, 8, -13, -1, -16, 12
52: Cc1ccc(C(=O)NCC(=O)Nc2ccccc2C)o1
  -18, -8, 18, 7, -14, -5, -5, -10, 1, -19, -14
53: Cc1ccc(OCC(=O)NNC(=O)CSc2ncnc3sc(C)c(C)c23)cc1
  -8, -20, -11, 8, -6, -12, 9, -6, 0, -2, 5
54: CC(C)Oc1ccc(S(=O)(=O)N2CCOCC2)cc1NC(=O)c1cccc(S(=O)(=O)N2CCCC2)c1
  -1, -1, -2, -7, 15, -8, 4, 8, -15, 3, -1

Another view of part of the listing above.
7. CSc1ccc(/C=C/C(=O)NC(=O)c2ccccc2O)cc1
8. Cc1ccc(-n2c(C)cc(/C=N/NC(=O)c3ccc(CN4CCOCC4)cc3)c2C)cc1
Assay by compound	7	8
TRAIL sens C8	52*	8
TROY NFkB inh	19	12
SRC2 inh	-26	20
NR5A2 inv ag	-118	-16
KKLEB cytotox	-31	-8
TWEAK Fn14 block	26	-8
NCOA3 inh	-84	3
CF NFkB block	29	10
LMP1 NFkB inh	-2	5
SRC1 inh	-86	6
NR2F2 inh	-49	14

Compounds as they come; any-hit rate near 4.2%.
